NOD2 inhibition – inhibition of NOD2-driven NF-kB reporter – cell-based, luminescence, uHTS, HEK293 (AID 1566); one-dose inhibition, % at 4 µM; EC50 in µM for titrated hits; actives 0.63% (n = 290,000); HEK293 NOD2/NF-kB luciferase reporter, luminescence; higher % means a stronger effect; also: many of its hits are not listed in these tables
HIV fusion peptide – cell-free HIV fusion peptide-binding blockers – biochemical, uHTS, fluorescence dequenching, primary screen (AID 1986) | inhibition, % at 20 µM, or IC50 in µM where a hit was titrated | cell-free peptide binding, fluorescence dequenching, 30 min; higher % means a stronger effect | actives 0.3% (n = 290,000); in the data active = inhibition mostly above about 52%, no sharp cut-off; inactive = mostly below about 76%; also: some results filed as inactive read as strong as hits
GPR35 arrestin U2OS – inhibition of zaprinast-stimulated GPR35 beta-arrestin translocation – imaging, U2OS, beta-arrestin-GFP, zaprinast agonist, primary screen (AID 2058); U2OS GPR35 beta-arrestin-GFP translocation imaging, zaprinast antagonism; higher % means a stronger effect; one-dose inhibition, % at 10 µM; IC50 in µM for titrated hits; actives 0.052% (n = 290,000);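 active = inhibition of at least 50% with at least 30 cells and total cytoplasm GFP at most 10,000,000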
KOR beta-arrestin-1 – KOR agonists, beta-arrestin recruitment, primary screen, cell-based, luminescence, uHTS (AID 1777); KOR beta-arrestin recruitment, luminescence; higher % means a stronger effect; one-dose activation, % at 10 µM; EC50 in µM for titrated hits; actives 0.02% (n = 280,000); in the data active = activation above about 50%, passing the limit was not always enough; also: a part of the inactive calls stands beside numbers as strong as those of hits
GPR55 antagonists – GPR55 antagonists blocking LPI-driven arrestin recruitment, primary screen, imaging, U2OS, beta-arrestin-GFP, LPI agonist (AID 2013); U2OS GPR55 beta-arrestin-GFP translocation imaging, LPI antagonism; higher % means a stronger effect; inhibition, % at 10 µM, or IC50 in µM where a hit was titrated; actives 0.13% (n = 290,000);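 active = spots per cell inhibited over 60%, with over 100 cells counted and total cytoplasm intensity under 500,000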;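 also: U2OS cells stably carrying GPR55 and arrestin-GFP stimulated by 5 µM LPI near EC80; imaged beta-arrestin-GFP aggregate spots per cell after agonist stimulation; plate controls were LPI-stimulated DMSO wells for no effect and DMSO wells without LPI for full effect; some results filed as inactive read as strong as hits; confirmed hits need IC50 under 10 µM and bright autofluorescent wells are also inconclusive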
GPR55 activation – GPR55 agonists via beta-arrestin recruitment, primary screen, imaging, U2OS cells, beta-arrestin-GFP redistribution (AID 1961) | U2OS GPR55 beta-arrestin-GFP redistribution imaging; higher % means a stronger effect | one-dose activation, % at 10 µM; EC50 in µM for titrated hits | actives 0.048% (n = 290,000);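 active = activation above 40% with more than 50 cells counted in the well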;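 also: U2OS osteosarcoma cells stably expressing GPR55 and beta-arrestin-GFP; plate controls were DMSO negative control for no effect and LPI positive control for full effect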
NOD1 NF-kB reporter – NOD1 signaling inhibitors, primary screen, cell-based, luminescence, uHTS (AID 1578) | NOD1-driven NF-kB luciferase reporter cells, luminescence; higher % means a stronger effect | inhibition, % at 4 µM; hits with a dose series show EC50 in µM | actives 1% (n = 290,000); in the data active = inhibition mostly above about 36%, no sharp cut-off; inactive = mostly below about 34%;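 also: HEK-293T reporter cells stimulated with the NOD1 agonist gamma-tri-DAP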
Myeloid diff 2 – myeloid differentiation induction; ER-HoxA9 myeloid progenitors, lysozyme-GFP differentiation, flow cytometry; AID 624256; actives 1% (n = 360,000); calls only at 10 µM;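 active = normalized GFP-positive differentiation at or above the plate's own cutoff, the solvent-only control mean plus 3 SD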;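 also: cells exposed to compound for four days before flow analysis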
KOR beta-arrestin-2 – KOR antagonists, beta-arrestin recruitment, cell-based, luminescence, uHTS (AID 1778); KOR beta-arrestin recruitment, luminescence, antagonist mode; higher % means a stronger effect; inhibition, % at 10 µM, or IC50 in µM where a hit was titrated; actives 0.091% (n = 290,000); also: strong numbers were not always called active
Myeloid diff 2 GFP+ MAC1+ % – also measured in Myeloid diff 2; calls as there; GFP+ MAC1+ double positive, %; measured here: differentiation confirmed by MAC1 staining
Starred values were filed as active, the others as inactive; i = inactive; . = not tested or not shown; & = joins results of further samples; [ ] = dose if it differs, or a comment. Rule as the data show it, unless noted: active = inhibition above about 50%; inactive = the rest. A portion of the library; the hit share may differ from the screen's.

1. COc1cccc(CN2CCN(Cc3ccco3)CC2)c1
2. COc1c(C)cc(C(=O)C2CCCN(C(=O)c3ccc4cc[nH]c4c3)C2)cc1C (stereo unspecified)
3. C=CCn1cnc2c(nnn2-c2cc(C)cc(C)c2)c1=O
4. COC(=O)c1c(NC(=O)COC(=O)[C@@H](NS(=O)(=O)c2ccc(C)cc2)C(C)C)sc2c1CCC2
5. CCCCC(CC)C(=O)Nc1cccc(SC)c1 (stereo unspecified)
6. Cc1ccc(Cn2c(SC3CCOC3=O)nc3ccccc3c2=O)cc1 (stereo unspecified)
7. O=C(COc1ccc(S(=O)(=O)N2CCCC2)cc1Cl)NCc1ccc2c(c1)OCO2
8. CCn1cc(CN2CCC(n3nccc3NC(=O)c3ccc4c(c3)OCO4)CC2)c(C)n1
9. CCCNc1nc(C)cc(-c2cc(C(=O)NC3CCCC3)on2)n1
10. C=C(C)c1cccc(C(C)(C)NC(=O)NCC2CCCO2)c1 (stereo unspecified)

assay / entry	1	2	3	4	5	6	7	8	9	10
NOD2 inhibition	8%	29%	9%	-34%	9%	-3%	-26%	14%	13%	7%
HIV fusion peptide	1.3%	0.5%	-1.7%	3.2%	0.4%	1.0%	-2.2%	0.4%	-0.9%	2.2%
GPR35 arrestin U2OS	0%	-12%	-6%	8%	11%	3%	4%	7%	12%	8%
KOR beta-arrestin-1	-3.6%	-1.0%	-5.2%	0.6%	-4.5%	4.5%	-0.1%	1.1%	-1.6%	0.5%
GPR55 antagonists	-3%	7%	11%	-2%	3%	-4%	1%	-12%	2%	8%
GPR55 activation	0.0%	-0.1%	-0.1%	0.3%	0.5%	-0.3%	-0.1%	-0.1%	-0.2%	-0.1%
NOD1 NF-kB reporter	-13%	28%	-25%	-13%	-19%	-26%	7%	20%	-3%	-8%
Myeloid diff 2	i	i	i	i	i	i	i	i	i	i
Myeloid diff 2 GFP+ MAC1+ %	0.6	0.3	0.0	0.0	0.2	0.6	0.8	2.7	2.1	1.1
KOR beta-arrestin-2	14%	-42%	19%[20 µM]	.	-11%	-8%	-60%	-29%	22%	15%

Some of the entries above in another layout.
Value order: NOD2 inhibition, HIV fusion peptide, GPR35 arrestin U2OS, KOR beta-arrestin-1, GPR55 antagonists, GPR55 activation, NOD1 NF-kB reporter, Myeloid diff 2, Myeloid diff 2 GFP+ MAC1+ %, KOR beta-arrestin-2
4. COC(=O)c1c(NC(=O)COC(=O)[C@@H](NS(=O)(=O)c2ccc(C)cc2)C(C)C)sc2c1CCC2
    -34%, 3.2%, 8%, 0.6%, -2%, 0.3%, -13%, i, 0.0, .
5. CCCCC(CC)C(=O)Nc1cccc(SC)c1 (stereo unspecified)
    9%, 0.4%, 11%, -4.5%, 3%, 0.5%, -19%, i, 0.2, -11%
6. Cc1ccc(Cn2c(SC3CCOC3=O)nc3ccccc3c2=O)cc1 (stereo unspecified)
    -3%, 1.0%, 3%, 4.5%, -4%, -0.3%, -26%, i, 0.6, -8%
7. O=C(COc1ccc(S(=O)(=O)N2CCCC2)cc1Cl)NCc1ccc2c(c1)OCO2
    -26%, -2.2%, 4%, -0.1%, 1%, -0.1%, 7%, i, 0.8, -60%
8. CCn1cc(CN2CCC(n3nccc3NC(=O)c3ccc4c(c3)OCO4)CC2)c(C)n1
    14%, 0.4%, 7%, 1.1%, -12%, -0.1%, 20%, i, 2.7, -29%
9. CCCNc1nc(C)cc(-c2cc(C(=O)NC3CCCC3)on2)n1
    13%, -0.9%, 12%, -1.6%, 2%, -0.2%, -3%, i, 2.1, 22%
10. C=C(C)c1cccc(C(C)(C)NC(=O)NCC2CCCO2)c1 (stereo unspecified)
    7%, 2.2%, 8%, 0.5%, 8%, -0.1%, -8%, i, 1.1, 15%

Continuation.
11. O=C(COc1ncnc2c(Cl)cc(Cl)cc12)N1CCCCC1
12. CCOc1ccc2nc(NC(=O)CSc3ccc(Cl)cc3)sc2c1
13. COc1ccc(CN=C(C#N)C2=C(O)c3ccccc3C2=O)cc1
14. Cc1onc(-c2ccccc2)c1C(=O)Nc1ccccc1C#N
15. CC(C)C1OC2(C)OC(=N)C1(C#N)C(C#N)(C#N)C2c1ccccc1 (stereo unspecified)
16. CCOc1ccc(OCCCCNC(C)(C)C)cc1
17. Cn1c(=O)n(C)c2cc([N+](=O)[O-])c(N3CCN(C(=O)C(C)(C)C)CC3)cc21
18. CCC(C)NC(=O)CSc1ncccc1C(=O)O (stereo unspecified)
19. CCc1cccc(NC(=S)Nc2ccc(CN3CCOCC3)cc2)c1
20. CC(NC(=O)NC(N)=O)(C(F)(F)F)C(F)(F)F

assay / entry	11	12	13	14	15	16	17	18	19	20
NOD2 inhibition	14%	-40%	-6%	-1%	24%	1%	18%	3%	-7%	8%
HIV fusion peptide	1.5%	-1.6%	-1.3%	-0.8%	150%	3.4%	-0.6%	-0.7%	-1.8%	-2.3%
GPR35 arrestin U2OS	-5%	14%	-2%	27%	-15%	4%	3%	1%	-3%	4%
KOR beta-arrestin-1	-4.4%	-2.4%	-4.4%	0.6%	5.0%	-4.0%	.	0.0%	2.4%	8.0%
GPR55 antagonists	16%	-9%	-8%	-2%	-8%	3%	4%	-5%	0%	-7%
GPR55 activation	-0.1%	-0.1%	1.1%	-0.1%	-0.2%	-0.1%	-0.1%	0.0%	0.1%	0.7%
NOD1 NF-kB reporter	6%	17%	-10%	5%	79%*	-16%	-14%	-18%	-20%	5%
Myeloid diff 2	i	i	i	i	i	i	i	i	i	i
Myeloid diff 2 GFP+ MAC1+ %	0.5	0.4	1.5	3.1&2.3	0.3	0.8	0.4	1.7	0.8	5.2
KOR beta-arrestin-2	21%	-12%	6%	0%	22%	6%[20 µM]	-23%[20 µM]	-32%	-8%	-35%

21. CN1CCN(c2ccc(NC(=O)c3cccc(OCc4ccccc4)c3)cc2)CC1
22. COc1ccc(NC(=O)c2cccc(C(=O)Nc3ccc(OC)cc3)n2)cc1
23. CC(C)CC(NC(=O)C1CCC(C)CC1)C(=O)Nc1cccnc1 (stereo unspecified)
24. CC#CCCC(=O)N1C=Cc2ccccc2C1C#N (stereo unspecified)
25. COc1ccc(C)cc1NC(=O)c1nn(C)cc1Br
26. COc1ccc(S(=O)(=O)N2CCC(C(=O)NC3CCCC3)CC2)cc1OC
27. O=C(N[C@H](Cc1cc(=O)[nH]c2ccccc12)C(=O)O)c1ccc(Cl)cc1
28. O=C1CC(c2cccc(Cl)c2)CC(O)=C1C=NCCCO (stereo unspecified)
29. COc1cc2oc(=O)ccc2c(OC)c1CC(O)C(C)(C)O (stereo unspecified)
30. CC(CN(C)Cc1ccccc1)OC(=O)c1ccc(F)cc1 (stereo unspecified)

assay / entry	21	22	23	24	25	26	27	28	29	30
NOD2 inhibition	-12%	12%	-25%	2%	2%	7%	1%	-12%	23%	-10%
HIV fusion peptide	-4.1%	0.2%	2.4%	-0.7%	-1.2%	-0.1%	0.4%	0.9%	0.8%	2.5%
GPR35 arrestin U2OS	5%	-20%	6%	12%	-1%	-14%	8%	-5%	-10%	3%
KOR beta-arrestin-1	-5.8%	0.9%	2.1%	.	2.3%	-2.8%	1.0%	-4.6%	0.7%	0.5%
GPR55 antagonists	14%	8%	-4%	12%	-4%	-5%	-4%	8%	10%	8%
GPR55 activation	0.2%	-0.1%	-0.1%	0.0%	-0.1%	-0.1%	0.0%	-0.3%	-0.1%	-0.2%
NOD1 NF-kB reporter	-44%	-19%	-20%	-19%	-6%	-22%	-4%	-28%	3%	-23%
Myeloid diff 2	i	.	i	i	i	i	i	i	i	i
Myeloid diff 2 GFP+ MAC1+ %	0.2	.	0.5	3.2	0.5	0.9	0.6	0.9	0.9	0.2
KOR beta-arrestin-2	-11%	-15%[20 µM]	-4%	.	8%	0%	-3%	28%	23%	-25%

31. O=C1c2ccncc2C(=O)N1c1cccc(Cl)c1
32. Cc1cc(NS(=O)(=O)c2ccc(C(C)C)cc2)no1
33. CC(=O)c1ccc(N2CCN(C(=O)Cc3cccs3)CC2)cc1
34. COc1cccc(C(=O)NNC(=O)/C=C/c2ccccc2)c1
35. Cc1oc(CC(C)C)c(CN)c1C(=O)O
36. COc1ccc(/C=C/C(=O)NC(=S)Nc2cc([N+](=O)[O-])ccc2O)cc1OC
37. Cc1ccc(-c2csc3ncnc(-n4cnc5ccccc54)c23)cc1
38. O=CN1CCN(CC(O)Cn2c3ccccc3c3ccccc32)CC1 (stereo unspecified)
39. COC(=O)COC(=O)CC(CC(N)=O)c1ccccc1 (stereo unspecified)
40. CCc1ccc(C(=O)CSc2ncn[nH]2)cc1

assay / entry	31	32	33	34	35	36	37	38	39	40
NOD2 inhibition	4%	11%	12%	6%	0%	0%	-8%	3%	14%	-4%
HIV fusion peptide	0.9%	0.0%	0.8%	-1.1%	-2.1%	15%	3.4%	-1.1%	-1.9%	2.8%
GPR35 arrestin U2OS	13%	0%	-12%	-10%	-3%	3%	10%	-4%	-6%	12%
KOR beta-arrestin-1	-0.6%	2.0%	-7.2%	1.6%	-2.1%	-3.3%	-0.6%	-3.3%	.	-5.5%
GPR55 antagonists	-5%	1%	18%	6%	1%	11%	-7%	-1%	3%	4%
GPR55 activation	0.5%	-0.2%	-0.1%	-0.1%	0.2%	0.3%	0.3%	-0.3%	1.0%	-0.2%
NOD1 NF-kB reporter	-11%	-14%	-27%	-22%	-7%	-43%	0%	-14%	1%	-8%
Myeloid diff 2	i	i	i	.	i	i	i	i	i	i
Myeloid diff 2 GFP+ MAC1+ %	0.6	1.8	0.2	.	8.6	0.5	1.3	0.4	0.2	1.2
KOR beta-arrestin-2	17%	-33%	-4%	4%	22%	8%	-16%	-18%[20 µM]	6%	23%

41. Oc1ccc(NCc2cccc(OCc3ccc(F)cc3)c2)cc1
42. Cc1ccc(S(=O)(=O)c2ccc(Cl)cc2)cc1S(=O)(=O)NC(C)C(=O)O (stereo unspecified)
43. Cn1c2ccc(F)cc2c2nnc(SCC(=O)Nc3cccc(O)c3)nc21
44. CC(C)C[C@@H](CN(N=O)[C@@H](Cc1ccccc1)CN(C)N=O)N(CCc1ccccc1)N=O

assay / entry	41	42	43	44
NOD2 inhibition	-7%	7%	-30%	-8%
HIV fusion peptide	14%	4.7%	-1.3%	1.4%
GPR35 arrestin U2OS	-4%	-2%	2%	-11%
KOR beta-arrestin-1	0.2%	5.8%	-5.7%	-0.3%
GPR55 antagonists	1%	8%	-5%	-4%
GPR55 activation	-0.1%	-0.3%	-0.1%	-0.1%
NOD1 NF-kB reporter	9%	-34%	-24%	-37%
Myeloid diff 2	i	i	i	i
Myeloid diff 2 GFP+ MAC1+ %	0.5	0.9	0.7	1.4
KOR beta-arrestin-2	-111%	6%	-8%	-38%
